Screening data (PubChem BioAssay)
SENP8 block = SENP8 protease inhibition; purified SENP8, Z-RLRGG-aminoluciferin cleavage, luminescence; inhibition, % at 10 µM; 330,000 tested, 1.2% active; AID 2540
Target sequence (Q96LD8 whole entry, looked up): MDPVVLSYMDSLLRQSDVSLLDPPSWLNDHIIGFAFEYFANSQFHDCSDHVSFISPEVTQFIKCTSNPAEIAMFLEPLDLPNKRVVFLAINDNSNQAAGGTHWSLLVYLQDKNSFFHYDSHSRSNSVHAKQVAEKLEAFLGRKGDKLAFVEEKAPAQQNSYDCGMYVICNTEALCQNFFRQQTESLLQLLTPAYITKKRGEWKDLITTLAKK
697 NFkB inh = inhibitors of the PMA/ionomycin-induced NF-kB reporter in 697 B cells; inhibition, % at 4 µM; 697 B-cell NF-kB luciferase reporter, 16 h; 330,000 tested, 0.33% active; in the data active = inhibition above about 35%
Jurkat NFkB inh = inhibitors of the PMA/ionomycin-induced NF-kB reporter in Jurkat cells; PMA/ionomycin-induced NF-kB luciferase reporter, luminescence; inhibition, % at 4 µM; 330,000 tested, 0.53% active
UBC13 inh = human UBC13 polyubiquitination inhibition | UBC13 polyubiquitin chain formation, TR-FRET | inhibition, % at 20 µM | 330,000 tested, 0.47% active | P61088; in the data active = inhibition above about 45%, passing the limit was not always enough; inconclusive = no clear call, values can overlap the other calls
Target sequence (P61088 whole entry, looked up): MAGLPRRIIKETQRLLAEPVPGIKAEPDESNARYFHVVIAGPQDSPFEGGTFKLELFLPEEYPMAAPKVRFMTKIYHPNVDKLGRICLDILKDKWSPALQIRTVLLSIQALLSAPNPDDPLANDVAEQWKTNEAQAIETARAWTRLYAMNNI
EBI2 antag = blocks human EBI2 receptor beta-arrestin signaling; EBI2 beta-arrestin recruitment, luminescence, 7a,25-OHC stimulated; P32249; inhibition, % at 5 µM; 360,000 tested, 0.81% active; in the data active = inhibition above about 38%;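 note: enzyme fragment complementation signal reports receptor beta-arrestin coupling in cells; 0% = agonist plus DMSO wells and 100% = wells without agonist; some results beyond the cut were filed as inactive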
CCR6 antag = blocks CCL20-driven beta-arrestin recruitment at human CCR6; AID 493098; 340,000 tested, 0.49% active; inhibition, % at 20 µM; P51684; CHO-K1 CCR6 PathHunter beta-arrestin, luminescence, CCL20-stimulated;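 active = compounds whose inhibition of the agonist-driven luminescence signal at 20 µM reaches about 50%, limit read from the data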;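 note: cells stimulated with CCL20 at 14 nM final; plate controls were DMSO with CCL20 for no effect and DMSO without agonist for full effect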
Target sequence (P51684 whole entry, looked up): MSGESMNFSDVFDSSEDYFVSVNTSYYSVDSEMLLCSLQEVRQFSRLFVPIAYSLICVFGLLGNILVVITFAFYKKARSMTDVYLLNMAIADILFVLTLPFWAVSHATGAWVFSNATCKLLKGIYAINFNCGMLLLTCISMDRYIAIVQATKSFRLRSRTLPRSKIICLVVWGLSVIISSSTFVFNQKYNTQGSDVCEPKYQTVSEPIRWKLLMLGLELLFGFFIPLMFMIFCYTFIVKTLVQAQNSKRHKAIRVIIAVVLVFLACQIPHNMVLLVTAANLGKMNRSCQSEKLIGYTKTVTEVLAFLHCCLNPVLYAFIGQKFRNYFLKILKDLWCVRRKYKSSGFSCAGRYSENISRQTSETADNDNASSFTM
Apaf-1 inh = human Apaf-1 inhibition | O14727 | reconstituted apoptosome caspase-3 activity, DEVD-Rh110 fluorescence | inhibition, % at 20 µM | 330,000 tested, 0.71% active; active = inhibition of at least 40% at 20 µM;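 note: plate controls were DMSO wells for no effect and DEVD-CHO caspase inhibitor wells for full effect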
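System: reconstituted apoptosome with Apaf-1, cytochrome c, caspase-9, procaspase-3, dATP; Signal: Rh110 fluorescence intensity; Schedule: 30 min compound preincubation, 50 min activation, room temperature; Reagent: cytochrome c trigger plus (Z-DEVD)2-Rh110 caspase-3 substrate.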
Gli-Sufu block = Gli-Sufu pathway antagonism; 340,000 tested, 0.74% active; Sufu-KO-LIGHT fibroblasts, Gli luciferase reporter luminescence; inhibition, % at 5 µM;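 active = inhibition above about 55%, limit read from the data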;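 note: 0% = DMSO-treated cells and 100% = wells with medium but no cells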
An asterisk follows results filed as active; ? = inconclusive; · = no result given. Cut-off read from the data, not from the text of the source, unless noted: active = inhibition above about 50%; inactive = the rest. Not all compounds are listed; rates above refer to the full screens.

SMILES | SENP8 block | 697 NFkB inh | Jurkat NFkB inh | UBC13 inh | EBI2 antag | CCR6 antag | Apaf-1 inh | Gli-Sufu block
Cc1ccccc1-c1n[nH]c(=S)o1 | 5 | 14 | -16 | ? | -2 | 13 | -11 | 0
Cc1nnc(NC2(C(F)(F)F)C(=O)Nc3c2c(=O)n(C)c(=O)n3C)s1 (stereo not drawn) | 9 | 9 | 2 | 8 | -3 | -5 | -4 | 1
Cc1ccc(/C=C2/C(=O)ON=C2c2ccccc2)o1 | -5 | 4 | 10 | -10 | -8 | 30 | -3 | -2
CCn1c(SCc2nc3sc(C(=O)O)c(C)c3c(=O)[nH]2)nnc1-c1ccc(Cl)cc1 | 2 | 5 | -6 | 2 | -11 | 3 | -10 | -1
Cn1c(=O)n(CCc2ccccc2)c(=O)c2c1nc1n2CCN1Cc1ccco1 | -10 | 7 | -2 | -18 | 1 | 3 | 16 | 1
COc1ccc(N2CCN(Cc3nc4ccccc4n3C)CC2)cc1 | 7 | 4 | 6 | -4 | -13 | 4 | -108 | -3
COCCSc1nc2c(c(=O)[nH]c(=O)n2C)n1CCCc1ccccc1 | -11 | -12 | 4 | 0 | -17 | -1 | 4 | 52
CCOC(=O)c1c(C)[nH]c(C)c1S(=O)(=O)N(C)CC(=O)NCc1ccc(F)cc1 | 4 | -11 | 9 | 5 | -8 | 1 | -13 | -1
COc1ccc(S(=O)(=O)N2CCOCC2)cc1NC(=O)CSc1cccc[n+]1[O-] | 4 | 9 | 8 | 5 | -11 | 6 | -17 | 4
C/C(=N\NC(=O)c1ccc(CSc2cccc3cccnc23)cc1)C1CCCCC1 | 4 | 2 | -6 | 14 | -2 | 21 | 4 | -3
N#Cc1cnn2c(N)c(-c3ccc(Cl)cc3)cnc12 | 2 | 7 | -13 | 9 | -5 | -3 | -5 | -14
CC(C)CN1C(=O)c2ccc(NC(=O)C3CC3)cc2C1=O | -5 | -7 | -1 | 16 | 4 | 12 | -3 | -2
COc1cccc(NC(=O)c2ccccc2-c2nc(-c3ccc(Cl)cc3)no2)c1 | -14 | -27 | -24 | -10 | -2 | 0 | 20 | -14
C/C(=N\NS(=O)(=O)c1ccc(Cl)cc1)c1ccc(NC(=O)c2ccco2)cc1 | -4 | -67 | -51 | -24 | 3 | 5 | 2 | -6
CN(CC(=O)Nc1ccc(OC(F)(F)F)cc1)C(=O)/C=C/c1ccco1 | 5 | 1 | 4 | 8 | 2 | 5 | -4 | -14
NC(=O)NC(=O)COC(=O)[C@H](Cc1ccccc1)NC(=O)c1cccs1 | -1 | 8 | 0 | 2 | 6 | 1 | -15 | 9
CNC(=S)NNC(=O)c1cccn(Cc2ccc(Cl)c(Cl)c2)c1=O | -9 | -2 | -9 | -10 | 3 | 7 | 2 | -4
CCOc1ccc(Nc2cc(C)nc3nc(C)nn23)cc1 | -2 | -18 | -11 | -5 | 3 | 2 | -1 | 4
CCc1nc2ccccc2c(=O)n1NC(=O)c1c(O)c2cccc3c2n(c1=O)CCC3 | -3 | 4 | -9 | 5 | -11 | -17 | -29 | 0
Cc1ccc(CNC(=O)CCC2CCCN(Cc3cccc4c3OCO4)C2)o1 (stereo not drawn) | 4 | 8 | -3 | 1 | -6 | 17 | -17 | 0
COc1ccc(-c2nc(C#N)c(NCCc3ccccc3)o2)cc1 | -7 | -36 | -37 | 6 | 20 | 8 | 7 | -24
CC(=O)c1ccc(NC(=O)C2CCCN2S(=O)(=O)c2ccc(F)cc2)cc1 (stereo not drawn) | -3 | -4 | -3 | 9 | -10 | 9 | -4 | 0
Cn1c(=O)[nH]c(=O)c2c1nc1n2CCN1Cc1ccccc1 | -1 | 8 | 1 | 6 | -3 | -13 | -19 | 2
Cc1cccc(-n2c(=O)c(C#N)cc3c(=O)n4ccccc4nc32)c1 | 0 | -6 | 9 | 5 | -4 | -4 | -14 | 5
CC1CCN(CCCNC(=O)C2CCC(CNS(=O)(=O)c3cccc4nsnc34)CC2)CC1 (stereo not drawn) | 0 | -2 | -6 | -4 | -8 | 19 | 11 | 36
O=C(NCCN1C(=O)S/C(=C\c2cccnc2)C1=O)c1cccc(OC(F)F)c1 | -3 | 11 | 7 | 2 | 1 | -12 | -1 | 4
O=C(c1ccc(NC2=NC3CS(=O)(=O)CC3S2)cc1)N1CCc2ccccc2C1 (stereo not drawn) | 2 | 22 | 12 | 2 | -6 | -2 | 5 | -1
O=C(NCc1nc(-c2ccc(C(F)(F)F)cc2)no1)Nc1ccc(F)cc1F | 0 | 26 | 4 | 2 | -3 | 2 | -17 | 1
CN(CC(=O)NC1(C)CCS(=O)(=O)C1)S(=O)(=O)c1ccc(Cl)cc1 (stereo not drawn) | -4 | -16 | -3 | 1 | 1 | 10 | -1 | -7
Cc1ccc(SCCC(=O)Nc2cccnc2)cc1 | 6 | -18 | -32 | 1 | -6 | 12 | -6 | -3

13 structures from above, ordered by molar mass, lowest first.
SMILES | SENP8 block | 697 NFkB inh | Jurkat NFkB inh | UBC13 inh | EBI2 antag | CCR6 antag | Apaf-1 inh | Gli-Sufu block
Cc1ccc(SCCC(=O)Nc2cccnc2)cc1 | 6 | -18 | -32 | 1 | -6 | 12 | -6 | -3
Cn1c(=O)[nH]c(=O)c2c1nc1n2CCN1Cc1ccccc1 | -1 | 8 | 1 | 6 | -3 | -13 | -19 | 2
CN(CC(=O)Nc1ccc(OC(F)(F)F)cc1)C(=O)/C=C/c1ccco1 | 5 | 1 | 4 | 8 | 2 | 5 | -4 | -14
NC(=O)NC(=O)COC(=O)[C@H](Cc1ccccc1)NC(=O)c1cccs1 | -1 | 8 | 0 | 2 | 6 | 1 | -15 | 9
Cc1ccc(CNC(=O)CCC2CCCN(Cc3cccc4c3OCO4)C2)o1 (stereo not drawn) | 4 | 8 | -3 | 1 | -6 | 17 | -17 | 0
CNC(=S)NNC(=O)c1cccn(Cc2ccc(Cl)c(Cl)c2)c1=O | -9 | -2 | -9 | -10 | 3 | 7 | 2 | -4
CC(=O)c1ccc(NC(=O)C2CCCN2S(=O)(=O)c2ccc(F)cc2)cc1 (stereo not drawn) | -3 | -4 | -3 | 9 | -10 | 9 | -4 | 0
CN(CC(=O)NC1(C)CCS(=O)(=O)C1)S(=O)(=O)c1ccc(Cl)cc1 (stereo not drawn) | -4 | -16 | -3 | 1 | 1 | 10 | -1 | -7
O=C(NCc1nc(-c2ccc(C(F)(F)F)cc2)no1)Nc1ccc(F)cc1F | 0 | 26 | 4 | 2 | -3 | 2 | -17 | 1
CCc1nc2ccccc2c(=O)n1NC(=O)c1c(O)c2cccc3c2n(c1=O)CCC3 | -3 | 4 | -9 | 5 | -11 | -17 | -29 | 0
O=C(NCCN1C(=O)S/C(=C\c2cccnc2)C1=O)c1cccc(OC(F)F)c1 | -3 | 11 | 7 | 2 | 1 | -12 | -1 | 4
O=C(c1ccc(NC2=NC3CS(=O)(=O)CC3S2)cc1)N1CCc2ccccc2C1 (stereo not drawn) | 2 | 22 | 12 | 2 | -6 | -2 | 5 | -1
CC1CCN(CCCNC(=O)C2CCC(CNS(=O)(=O)c3cccc4nsnc34)CC2)CC1 (stereo not drawn) | 0 | -2 | -6 | -4 | -8 | 19 | 11 | 36

Carrying on.
SMILES | SENP8 block | 697 NFkB inh | Jurkat NFkB inh | UBC13 inh | EBI2 antag | CCR6 antag | Apaf-1 inh | Gli-Sufu block
O=C(COc1cccc2cccnc12)Nc1ccccc1 | -10 | -14 | -58 | -2 | -4 | -5 | 1 | -26
Cn1c(=O)c2c(n(Cc3ccccc3)c1=O)NC(=O)C2CC(=O)NCc1cccc(Cl)c1 (stereo not drawn) | 2 | -40 | 0 | -10 | -5 | -1 | 14 | -12
Cc1ccc(NC(=O)CN(C)C(=O)c2ccccc2OCc2c(C)noc2C)cc1 | -9 | 4 | 5 | -2 | 0 | 1 | 7 | -6
COC(=O)c1ccc(N=Cc2c(C(F)(F)F)[nH]n(C)c2=O)cc1 | 6 | 6 | 6 | -3 | -2 | -15 | -1 | 3
CCOc1cc(-c2noc(CCC(=O)NCC3CCCO3)n2)ccc1OC (stereo not drawn) | 2 | -38 | -5 | -4 | 4 | -11 | 6 | -4
O=C(NCCCN1CCOCC1)c1ccc2c(c1)N(Cc1cccc(F)c1)C(=O)c1ccccc1S2 | -18 | -3 | -9 | 13 | 7 | 14 | 29 | ·
Nc1nc(CN2CCN(c3ccccc3F)CC2)nc(N2CCCc3ccccc32)n1 | 1 | -6 | 12 | 10 | -12 | 15 | 4 | -4
Cc1cccc(N2C(=O)c3cccnc3C2=O)c1 | -2 | 7 | 14 | -7 | 2 | 4 | -13 | -8
COc1ccc2c(c1)sc1nc(=O)ccn12 | 13 | 21 | 1 | 10 | 5 | 0 | -4 | -17
Cc1[nH]n2c(=O)c3c(nc2c1-c1ccccc1)CCCC3 | 4 | 7 | -5 | 20 | -3 | -10 | -5 | 4
O=C(NCCN=C1NS(=O)(=O)c2ccccc21)c1ccccc1 | 0 | 19 | -1 | 10 | 10 | 7 | -7 | 10
O=C(C[n+]1ccccc1)Nc1ccccc1C(F)(F)F | -17 | -9 | -18 | -3 | -6 | -3 | 0 | -1
Cc1ccc(N(C)/N=C/c2ccc(Cl)cc2Cl)nn1 | -8 | -15 | -26 | 0 | 1 | 4 | 14 | -10
COc1ccccc1OCC(=O)NNC(=O)c1ccoc1C | -9 | -2 | 34 | -13 | -8 | 1 | 8 | 0
COc1ccc(C(=O)NN(c2ccccc2)c2ccccc2)cc1 | 1 | -8 | -4 | -13 | 2 | -9 | 0 | -3
Cn1c(=O)cc(SCC(=O)NCC2CCCO2)c2ccccc21 (stereo not drawn) | -6 | 3 | -7 | 17 | 2 | -1 | 2 | 5
c1ccc(C2c3[nH]c4ccccc4c3CCN2Cc2cccn2-c2ccccn2)nc1 (stereo not drawn) | -1 | 12 | -7 | -15 | 4 | 15 | 6 | 7
Cc1ccc(NC(=O)/C=C\C(=O)NCC(=O)O)cc1C | -5 | -16 | -11 | -15 | -1 | 13 | 2 | 1
Cc1cc(N2CCC(C(=O)NCC3CC3)CC2)nc(-c2ccccc2)n1 | -3 | -6 | 4 | 0 | 13 | 5 | 1 | 1
O=C(Cc1csc(Nc2nc(=S)[nH]c3ccccc23)n1)NCCCN1CCN(c2cccc(Cl)c2)CC1 | -2 | 3 | -10 | -5 | 8 | 23 | -14 | 5
NNc1nnc2c3cc(F)ccc3n(Cc3ccccc3)c2n1 | -4 | -10 | 8 | -12 | 0 | 24 | 11 | 7
O=C(O)CC(c1ccccc1F)N1Cc2ccccc2C1=O (stereo not drawn) | 2 | -6 | -3 | 6 | -8 | -4 | -4 | 4
COc1cc(/C=C/C(=O)OCC(=O)NC(=O)NC(C)C)ccc1OCC#N | -8 | 0 | 0 | -2 | -17 | 6 | 6 | 1
COc1ccc(CNS(=O)(=O)CCNC(=O)c2ccc(OC)cc2)cc1 | -9 | -4 | -16 | -3 | -5 | -5 | 4 | -2
COc1ccccc1/C=C1\SC(=O)N(CCC(=O)NCCCn2ccnc2)C1=O | 0 | 28 | -17 | 2 | -13 | 8 | -4 | -5
O=C1c2ccc3c4c(ccc(c24)C(=O)N1c1ccc2ccccc2c1)CC3 | 4 | 25 | 9 | 18 | 9 | 24 | 19 | 13
C/C(=N\Nc1ccc(F)cc1)c1ccc(N2CCOCC2)c(F)c1 | -4 | 24 | 5 | 0 | -5 | 9 | 3 | -2
Cc1cccc(OCc2nnc(SCc3cc(=O)n4cc(Br)ccc4n3)o2)c1 | 0 | 2 | 3 | -3 | 18 | -1 | 21 | 2
